From PubChem
Polio RdRp inh: poliovirus RdRp elongation inhibitors, primary screen, biochemical, fluorescence polarization, total intensity; Genome polyprotein (Poliovirus type 1 (strain Mahoney)), P03300; poliovirus polymerase elongation; hits give low values; % elongation, % (compound at 16.7 µg/mL); 150,000 tested, 0.66% active; AID 588519, 2011; in the data active = % elongation below about 90%; note: some results filed as inactive read as strong as hits
Target sequence (P03300 1749-2209 limits assumed): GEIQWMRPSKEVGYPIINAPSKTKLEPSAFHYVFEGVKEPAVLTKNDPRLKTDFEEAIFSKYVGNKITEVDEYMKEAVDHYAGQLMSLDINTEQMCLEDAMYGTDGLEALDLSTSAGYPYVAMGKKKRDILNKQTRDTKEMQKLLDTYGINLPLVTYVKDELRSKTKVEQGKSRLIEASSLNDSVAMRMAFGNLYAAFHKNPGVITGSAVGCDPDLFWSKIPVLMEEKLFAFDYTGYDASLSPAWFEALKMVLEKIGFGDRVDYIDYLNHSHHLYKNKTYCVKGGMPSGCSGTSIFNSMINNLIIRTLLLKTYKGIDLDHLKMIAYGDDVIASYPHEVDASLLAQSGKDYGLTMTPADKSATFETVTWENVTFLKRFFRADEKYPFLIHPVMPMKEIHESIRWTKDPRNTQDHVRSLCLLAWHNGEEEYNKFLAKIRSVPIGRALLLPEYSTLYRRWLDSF
Polio RdRp inh FP z-score: second read-out of Polio RdRp inh, no call of its own (marks repeat the call); z-score; measured here: FP z-score; hits read low
* marks the source's active call; other numbers are inactive results; & = joins results of further samples. The list is partial; rates above refer to the full screens.

SMILES	Polio RdRp inh	Polio RdRp inh FP z-score
O=C(N/N=C/c1cccs1)C1CCN(S(=O)(=O)c2cccs2)CC1	102	0
O=C(COc1ccccc1)NCc1ccc2c(c1)CCN2C(=O)c1ccc(Cl)cc1	100	-1.6
Cc1cccc(CC(=O)N2CC(=O)Nc3ccc(Br)cc3C2c2ccc(F)cc2)c1 (stereo unspecified)	103	-0.2
Cc1[nH]c2ccc(C(=O)Nc3ccc(F)cc3)cc2c1C	102	-0.9
Cn1cc(C(=O)N2CCCCC2)c(=O)c2cc(S(=O)(=O)N3CCCC3)ccc21	99	-1.1
CC(C)n1nnnc1SCC(=O)NCc1ccco1	101	-0.2
CN(C)CCCNc1ncnc2ccccc12	105	0.2
CC1CCC(NC(=O)c2ccc3c(=O)[nH][nH]c(=O)c3c2)CC1 (stereo unspecified)	104	-0.1
Cc1ccc(-n2c(/C=C/c3cccs3)nc3ccccc3c2=O)cc1C	113	1.1
N#C/C(=C\Nc1ccc(C(=O)O)cc1)c1nc2ccccc2[nH]1	99	-0.2
CCOC(=O)c1sc2nc(C)nc(NC3CC3)c2c1C	103	0.1
c1ccc(-c2nnc3sc(-c4ccc5c(c4)OCO5)nn23)cc1	100	-0.3
CCCCN(CC)CCCNC(=O)CS(=O)(=O)Cc1nc(-c2ccc(C)cc2)oc1C	106	0.1
Cc1ccc(Nc2c(-c3ccc(N4CCOCC4)cc3)nc3ncccn23)cc1	110	-0.5
O=C(c1ccccc1)c1ccccc1OCc1nc2ccccc2s1	102	-0.1
O=C(NC(=S)NCc1ccco1)c1ccccc1	102	0.1
Cc1cccc(C)c1NC(=O)CCCSc1nnc(N)s1	108	0.6
N#C/C(=C/c1ccc(O)cc1)c1nc(-c2ccc(-c3ccccc3)cc2)cs1	107	0.5
CC(=O)c1ccc(N2CCN(S(=O)(=O)c3ccc4c(c3)CC(C)N4C(=O)C3CCC3)CC2)cc1 (stereo unspecified)	107	0.2
CC1CN(C(=O)CSc2nc(-c3ccco3)cc(C(F)(F)F)n2)CC(C)O1 (stereo unspecified)	99	-0.6

Of the compounds above, 2 contain two or more sulfur atoms:
SMILES	Polio RdRp inh	Polio RdRp inh FP z-score
O=C(N/N=C/c1cccs1)C1CCN(S(=O)(=O)c2cccs2)CC1	102	0
Cc1cccc(C)c1NC(=O)CCCSc1nnc(N)s1	108	0.6

Next section.
SMILES	Polio RdRp inh	Polio RdRp inh FP z-score
CCOc1ccc(N(CC)C(=O)c2noc3c2COc2ccc(C)cc2-3)cc1	101	-1
CO[C@H]1/C=C/O[C@@]2(C)Oc3c(C)c(O)c4c(O)c(c(/C=N/N5CCN(C)CC5)c(O)c4c3C2=O)NC(=O)/C(C)=C\C=C\[C@H](C)[C@H](O)[C@@H](C)[C@@H](O)[C@@H](C)[C@H](OC(C)=O)[C@@H]1C	100	0.1
COC(C(=O)NN=C1CCN(C)CC1)c1ccccc1 (stereo unspecified)	99	-0.2
O=S(=O)(NCc1csc(-c2cccnc2)n1)c1ccc2c(c1)CCCC2	103	0.3
Cc1nnsc1C(=O)Nc1ccccc1C#N	101	-0.1
CCCCN1C(=O)CNC1=S	102	0.1
CCN(CC)C(=O)CSc1nnc(-c2ccccc2Cl)o1	103	0.5
O=C(O)C(Cc1ccco1)P(=O)(O)CN1CCOCC1 (stereo unspecified)	102	-0.1
Cc1cccc(N2CCN(C(=O)c3cc4c(=O)[nH]c5ccc(C)cc5c4s3)CC2C)c1 (stereo unspecified)	108	1.3
Cc1c(F)cccc1NS(=O)(=O)c1cccs1	106	0.2
CC(C(=O)NCCC1=CCCCC1)n1ncn2cccc2c1=O (stereo unspecified)	101	-0.3
Cc1c(CNC(=O)c2ccc(C(F)(F)F)cc2)sc2ccccc12	103	-0.1
NC(=O)COC(=O)/C=C/c1ccc(S(=O)(=O)N2CCOCC2)cc1	104	0.2
Cc1nnc2c(Nc3ccccc3)nc3ccccc3n12	100	0
O=c1ccc(-c2ccc(S(=O)(=O)N3CCN(c4ccccc4)CC3)s2)n[nH]1	103	0.2
COc1ccc(-c2c(C)c3cc(OC(=O)N4CCOCC4)ccc3oc2=O)cc1	111	0.9
COC(=O)c1ccccc1NC(=O)CSc1nnc(CSc2nc(C)cc(C)n2)o1	101	-0.1
CCCc1cc(=O)[nH]c(SCC(=O)/C(C#N)=C(\C)N)n1	99	-0.3
CCOc1ccc(-c2cc(NC(=O)c3ccccc3)c(C(=O)OC)s2)cc1	105	-0.2
CC1(C)CC(=O)C(C(NC(=O)c2ccncc2)(C(F)(F)F)C(F)(F)F)=C(NCc2ccco2)C1	99	-0.8
COCCNC(=O)C1c2ccccc2C(=O)N(CCOC)C1c1cccs1 (stereo unspecified)	106	2.1
CC(=O)Nc1ccc2nc(Nc3nc4ccc(C(C)C)cc4s3)sc2c1	106	1.5
Cc1nc2cc(C(F)(F)F)ccc2n1C1CCN(C(=O)C2CC2)CC1	101	-0.6
Cn1c(CS(=O)(=O)c2ccc(Cl)cc2)c(C#N)c2ccccc21	101	0.1
O=c1[nH]c2nonc2nc1/C=C(\O)c1ccccc1	103&103	0.3&0.6
CC(=O)Nc1ccc(S(=O)(=O)NC2CCCCC2NS(=O)(=O)c2ccc(NC(C)=O)cc2)cc1 (stereo unspecified)	102	0.5
NC(=O)NC(=S)NC(=O)c1ccccc1Cl	109	0.6
Cc1cc(=O)n(Cc2cccc(Br)c2)c2c1c(C)nn2-c1ccccc1	107	0.2
Cc1ccc(NC(=O)N/C(=N/O)c2ccc(NC(=O)C3CC3)cc2)cc1Cl	99	-0.7
CN(C)c1ccc(C(=O)OCc2ccccc2)cc1	98	-0.4
O=C(Nc1ccc(Cl)c(-c2nc3cc(Cl)ccc3o2)c1)c1cc2ccccc2o1	105	0.3
COc1ccc2nc(NC(=O)c3nc(SCc4ccccc4F)ncc3Cl)sc2c1	112	0.8
O=C(C1=COCCO1)N1CCN(S(=O)(=O)c2cccc(Cl)c2Cl)CC1	95	-1.3
Cc1oc2ccc(O)c(CN3CCOCC3)c2c1C(=O)Nc1ccc(C(C)C)cc1	104	-0.8
COC(=O)CCSC1CC(=O)N(c2ccccc2)C1=O (stereo unspecified)	99	-1.4
COc1ccc(CN2C(=O)c3ccccc3C2=O)cc1	102	0.2
COC(=O)CNC(=O)c1cccc(S(=O)(=O)NCc2ccccc2)c1	104	0.5
Cc1ccc(-n2nnc(-c3nsc(NC(=O)c4ccccc4C)n3)c2C)cc1Cl	113	1.3
C=C1C(=O)OC2CC1C(OC(C)=O)C/C(C)=C/CC/C(C)=C/CC[C@]2(C)O (stereo partly specified)	99	0.1
CN(C)c1ccc(CNC(=O)c2nccn2Cc2ccc(Cl)cc2)cc1	99	-1

Five structures out of the list, sorted by molecular weight, smallest number first.
SMILES	Polio RdRp inh	Polio RdRp inh FP z-score
O=c1[nH]c2nonc2nc1/C=C(\O)c1ccccc1	103&103	0.3&0.6
NC(=O)NC(=S)NC(=O)c1ccccc1Cl	109	0.6
CC(=O)Nc1ccc2nc(Nc3nc4ccc(C(C)C)cc4s3)sc2c1	106	1.5
O=C(Nc1ccc(Cl)c(-c2nc3cc(Cl)ccc3o2)c1)c1cc2ccccc2o1	105	0.3
COc1ccc2nc(NC(=O)c3nc(SCc4ccccc4F)ncc3Cl)sc2c1	112	0.8

(next part)
SMILES	Polio RdRp inh	Polio RdRp inh FP z-score
CCCc1cc(=O)oc2cc(OCn3nnc4ccccc4c3=O)ccc12	102	-0.1
O=C(O)C1N(Cc2ccccc2)CCCN1Cc1ccccc1	103	0.7
COc1cc(/C=C/C(=O)C2=C(O)c3ccccc3C2=O)ccc1O	104	0.7
COc1ccc(OC)c(NS(=O)(=O)c2ccc3c(c2)C(C)(C)C(=O)N3C)c1	112	1
CCOC(=O)c1cnc2ccccc2c1NCCO	105	0.2
Cc1ccc(C(CNC(=O)c2ccccc2)N2CCN(C)CC2)cc1 (stereo unspecified)	106	1.6
O=C(O)c1ccc2nc(-c3ccccn3)c(-c3ccccn3)nc2c1	103	0.5
CC(C)NC(=O)c1cc2ccccc2oc1=O	103	0.7
CCn1c(C(=O)O)c(CNCc2ccccc2)c2ccc(OC)cc21	102	-0.2
CC(OC(=O)c1ccc(C#N)cc1)C(=O)Nc1cccc(C(F)(F)F)c1 (stereo unspecified)	101	-0.2
O=C(Nc1ncn[nH]1)c1cccnc1	107	0.8
Cc1ccccc1CNC(=O)c1ccc(NC(=O)N2CCCCc3ccccc32)cc1	107	0.1
COCCNC(=O)CCC(=O)N1Cc2cccc(OC)c2Oc2ncccc21	110	0.3
CCN(CC)CCCNC(=O)Cn1ncc2c3ccccc3n(Cc3ccccc3)c2c1=O	107	-0.2
O=C(c1ccc(COCC(F)(F)F)cc1)N1CCCC1	100	-0.3
COc1ccc(CN(C)C2CCCCC2)c(C)c1C	101	0.1
Cc1cccc(NC(=O)c2oc3ccc(S(=O)(=O)N4CCC5(CC4)OCCO5)cc3c2C)c1C	103	-2
COc1ccc(NC(=O)c2ccc(NC(=O)N3CCSc4ncccc43)cc2)cc1	107	0.8
CCOc1ccc(CC(=O)NCCn2c(C)cc3ccccc32)cc1	96	-1.4
O=C1Nc2ccccc2/C1=c1/sc2n(c1=O)CN(c1ccccc1)CN=2	103	0.2
CCOc1ccccc1C(=O)Nc1c(NC)c2ccccc2oc1=O	108	1
CCCNc1cc(C)oc(=O)c1C(=O)CCC	100	0.1
COc1ccc2oc(=O)c(C(=O)N(C)Cc3cccnc3)cc2c1	102	0.4
CC1(C)CC(=O)C(C(NC(=O)c2ccccc2)(C(F)(F)F)C(F)(F)F)=C(O)C1	105	1.1
N#C/C(=C\c1ccccc1OC(F)F)C(=O)O	96	-0.4
CC1(C)CC(=O)c2c(ncc3c2CC(C)(C)CC3=O)C1	104	0.8
COc1ccc(CNC(=O)Cn2nnc(-c3ccccc3F)n2)cc1	104	0
CC1CCCC(NC(=O)c2ccc(N3CCCC3=O)cc2)C1C (stereo unspecified)	101	-0.3
CN(C)c1oc(-c2ccc(COc3ccccc3)o2)nc1C#N	103	-0.8
Cc1cc(NS(=O)(=O)c2ccc(NC(=O)COc3ccccc3Br)cc2)no1	106	0.1
CC1=C(C(=O)OC2CCCC(C)C2)C(c2ccccc2Cl)NC(=O)N1C (stereo unspecified)	107	0.4
CCCCN(CC)c1ncnc2sc3c(c12)CCC3	107	0.7
FC(F)(F)c1cccc(Nc2ncnc3ccccc23)c1	100	-0.4
CCOc1ccc(-c2nc(SCC(=O)Nc3ccc(C)c(C)c3)n3[nH]c(=O)cc3n2)cc1	105	-0.4
Cc1cc(=O)n2ccccc2n1	100	-0.4
CC(C)(C)OC(=O)N1CCCC[C@@H]1C(=O)O	103	0.1
CCN(CC)c1nc(OCCNC(=O)Nc2ccccc2)nc(N(CC)CC)n1	104	0.4
Cc1ccc(NC(=O)Cn2c(=O)n(CCC(=O)NCc3ccc4c(c3)OCO4)c(=O)c3sccc32)c(C)c1	109	0.6
Cc1onc(-c2ccccc2)c1-c1ccc(S(N)(=O)=O)cc1	100	0.2
COc1cccc(/C=C2/Oc3ccccc3N(CC(=O)NCC3CCCO3)C2=O)c1 (stereo unspecified)	102	-0.1

Record cards, as listed above:
Profile of CC1CCCC(NC(=O)c2ccc(N3CCCC3=O)cc2)C1C (stereo unspecified) = Polio RdRp inh = 101; Polio RdRp inh FP z-score = -0.3
Profile of Cc1cc(=O)n2ccccc2n1 = Polio RdRp inh = 100; Polio RdRp inh FP z-score = -0.4
Profile of CCCNc1cc(C)oc(=O)c1C(=O)CCC = Polio RdRp inh = 100; Polio RdRp inh FP z-score = 0.1

Remaining list, next part:
SMILES	Polio RdRp inh	Polio RdRp inh FP z-score
Cc1ccc(C)c(NC(=O)CN(C)C(=O)CSc2nnc(-c3ccc(Cl)cc3)o2)c1	98	-0.8
O=C(NCCO)Nc1ccccc1	100	-0.1
Clc1ccc(-c2noc3ncnc(NCCCN4CCCC4)c23)cc1	100	-0.1
Cc1ccc(S(=O)(=O)N2CCCC2c2nc3ccccc3s2)cc1C (stereo unspecified)	98	-0.5
O=C(c1cnc(N2CCCC2)nc1)N1CCOCC1	102	0.7
CC(C)NC(=O)CSc1nc2ccccc2n1CC(=O)NC(C)C	103	0.7
Cc1ccc(-n2c(C)ccc2-c2ccccc2)cc1	103	0.4
CN1CCC(=NNC(=O)Cc2cn3ccsc3n2)CC1	99	-1
Nn1cc(-c2ccccc2)[nH]c1=S	102	-0.3
CCCSC1=NC2(CCN(C(=O)NC3CCCCC3)CC2)N=C1c1ccc(Cl)cc1	107	-0.2
CCC(C)NC(=O)CSc1nc2ccsc2c(=O)n1-c1cccc(Cl)c1Cl (stereo unspecified)	101	-0.3
COC(=O)c1c(NC(=O)c2cc(=O)c3cc(C)cc(C)c3o2)sc2c1CCC2	110	0.4
CNC(=O)CCc1nc2ccccc2n(-c2ccc(OC)cc2)c1=O	108	0.6
COc1ccc(C(=O)NC(CO)(CO)CO)cc1OC	109	0.5
CCN(C(=O)Cn1nnc(-c2ccc(Cl)cc2)n1)C1CCS(=O)(=O)C1 (stereo unspecified)	101	-0.2
CC(C)N(Cc1ccccc1)C(=O)c1nc(-c2ccc(Cl)cc2)n2c1CCCCC2	102	-1
Cc1ccc(-c2nnc(Nc3ccc(Br)cc3)c3ccccc23)cc1S(=O)(=O)N1CCN(C)CC1	108	0.8
O=C(CC1SC(N2CCCC2)=NC1=O)Nc1ccc(C(=O)N2CCN(c3ccccn3)CC2)cc1 (stereo unspecified)	107	0.4
NC(=O)c1ccccc1OCc1cc2c(cc1Br)OCO2	102	0
